NCF1 inh: p47phox (human) inhibition; P14598; p47phox/p22phox peptide binding, fluorescence polarization, 2 h; inhibition, % at 24.7 µM; 220,000 compounds, 0.53% hits;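 active means inhibition above about 30%, limit read from the data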;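 further: 0% = p47phox with labelled peptide and 100% = labelled peptide alone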
Target sequence (P14598 whole entry, looked up): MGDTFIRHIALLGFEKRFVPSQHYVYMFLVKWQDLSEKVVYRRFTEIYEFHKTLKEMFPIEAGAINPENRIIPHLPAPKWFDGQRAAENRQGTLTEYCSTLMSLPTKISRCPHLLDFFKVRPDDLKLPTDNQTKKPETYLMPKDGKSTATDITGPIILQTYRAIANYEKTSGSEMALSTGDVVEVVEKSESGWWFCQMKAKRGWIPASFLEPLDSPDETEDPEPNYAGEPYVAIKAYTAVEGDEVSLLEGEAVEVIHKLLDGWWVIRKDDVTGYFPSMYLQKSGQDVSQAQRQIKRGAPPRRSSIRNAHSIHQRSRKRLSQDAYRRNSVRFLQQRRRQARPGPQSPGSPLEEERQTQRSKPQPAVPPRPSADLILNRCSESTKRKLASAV
zVAD death inh: blocks zVAD induced death of L929 cells. L929 zVAD necroptosis rescue, ATP luminescence, 24 h; with zVAD 60 µM. viability rescue, % at 10 µM. 220,000 compounds, 0.38% hits. AID 1377;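 active means activation, scaled between plate controls, above about 75%, limit read from the data; inactive means activation under that limit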;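 further: 0% = zVAD with DMSO and 100% = DMSO alone without zVAD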
14-3-3 Bad PPI: disrupts binding of bovine 14-3-3 zeta to phospho-Bad peptide. 220,000 compounds, 0.71% hits. TR-FRET 14-3-3zeta/Dy647-pBad peptide displacement, 1 h. inhibition, % at 21.7 µM. P63103. AID 781;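 active means inhibition above about 70%, limit read from the data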;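 further: 0% = full 14-3-3 plus peptide FRET controls and 100% = background without 14-3-3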
Hck Nef HTS: human Hck-Nef kinase inhibition. 220,000 compounds, 0.68% hits. Recombinant Hck-YEEI plus Nef, Z-Lyte FRET kinase assay. P08631. inhibition, % at 20 µM. AID 463187;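 active means Hck-Nef kinase inhibition above about 50%, limit read from the data; inactive means inhibition below that limit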;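 further: 0% = DMSO with Hck plus Nef and 100% = Hck alone without Nef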
TbHK1 inh: blocks Trypanosoma brucei hexokinase 1 activity | recombinant TbHK1, G6PDH-coupled NADH A340 | inhibition, % at 10 µM | 220,000 compounds, 0.11% hits | AID 1430;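 active means inhibition of 50% or more in the single-dose primary screen; inactive means inhibition below 50%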
Runt-SMMHC FRET: blocks binding of human RUNX1 Runt domain to CBFb-SMMHC | Q01196+Q13951 | Cerulean-Runt/Venus-CBFb-SMMHC FRET ratio 530/480, 1 h | inhibition, % at 20 µM | 220,000 compounds, 0.74% hits;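 active means mean inhibition across duplicate retests at 20 µM reaching about 50%, limit read from the data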;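 further: 0% = DMSO wells and 100% = wells with excess untagged CBFb-SMMHC; inhibitors lower the FRET ratio by blocking Runt binding to CBFb-SMMHC; some results filed as inactive read as strong as hits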
Runt-CBFb FRET: Runt domain-CBFb interaction inhibition; Cerulean-Runt/Venus-CBFb FRET ratio 530/480, 1 h; inhibition, % at 20 µM; 220,000 compounds, 0.46% hits;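 active means inhibition over about 50% at 20 µM in the single-dose screen, limit read from the data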;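 further: 0% = DMSO wells and 100% = excess unlabeled CBFb competitor control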
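Assay system: Cerulean-tagged RUNX1 Runt domain (FRET donor) fusion protein / Amount: 100 nM each of Venus-CBFb and Cerulean-Runt domain / Medium: Tris buffer pH 7.5 with salts and BSA / Also added: Venus-CBFb 100 nM / Schedule: 1 h complex formation plus 1 h compound treatment, room temperature / Signal: FRET fluorescence / Read-out: loss of energy transfer signal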
EBV gp42 inh: inhibitors of Epstein-Barr virus glycoprotein 42; AID 1085; 220,000 compounds, 0.42% hits; Fluorescence polarization binding assay, mP read-out; inhibition, % (tested at 21.74 µM); Q1HVG2; in the data active means inhibition above about 50%
Target sequence (Q1HVG2 whole entry, looked up): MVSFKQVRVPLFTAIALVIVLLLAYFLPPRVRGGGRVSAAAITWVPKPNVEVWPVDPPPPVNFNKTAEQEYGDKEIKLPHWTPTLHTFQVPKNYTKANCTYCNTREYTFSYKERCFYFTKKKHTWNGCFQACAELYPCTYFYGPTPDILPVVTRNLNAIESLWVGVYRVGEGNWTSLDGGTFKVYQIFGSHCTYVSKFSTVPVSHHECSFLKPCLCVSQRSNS
MDM2 E3 inh: inhibitors of human Mdm2 E3 ubiquitin ligase. cell-based MDM2 ubiquitination luciferase reporter, 2 h; 0 = plate control, 100 = twice control, blank-subtracted. signal enhancement, % at 5 µM. 210,000 compounds, 0.11% hits. Q00987;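 active means signal enhancement of 30% or more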;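 further: luminescence tracks abundance of the self-degrading MDM2-luciferase fusion protein; higher signal means inhibition of MDM2 E3 ligase activity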
Target sequence (Q00987 whole entry, looked up, the tested form may be a part): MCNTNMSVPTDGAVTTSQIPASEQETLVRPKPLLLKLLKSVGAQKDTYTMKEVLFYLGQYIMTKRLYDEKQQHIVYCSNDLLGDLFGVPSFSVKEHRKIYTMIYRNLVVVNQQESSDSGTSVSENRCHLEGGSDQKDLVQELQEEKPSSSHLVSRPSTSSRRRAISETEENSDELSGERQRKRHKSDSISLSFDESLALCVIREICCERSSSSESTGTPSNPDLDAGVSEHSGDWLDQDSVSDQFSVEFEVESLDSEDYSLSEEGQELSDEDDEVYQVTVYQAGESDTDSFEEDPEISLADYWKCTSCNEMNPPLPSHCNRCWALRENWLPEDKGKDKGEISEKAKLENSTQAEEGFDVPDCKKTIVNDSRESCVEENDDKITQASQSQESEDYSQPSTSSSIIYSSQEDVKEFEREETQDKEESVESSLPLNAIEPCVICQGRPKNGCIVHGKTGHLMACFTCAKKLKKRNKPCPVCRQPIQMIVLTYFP
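Assay system: stable mammalian line carrying autodegrading MDM2–luciferase fusion reporter; Input: 2000 cells in each well; Compound dosing: single-point 5 µM; Schedule: 2 h compound exposure at 37 °C; Signal: SteadyLite luciferase luminescence after 15 min room-temperature reagent incubation; Evaluation: % luminescence enhancement versus blank-corrected plate control mean; Benchmarks: plate controls and plate blanks.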
* = called active by the depositor; x = no result given; [ ] = remark or other dose.

SMILES	NCF1 inh	zVAD death inh	14-3-3 Bad PPI	Hck Nef HTS	TbHK1 inh	Runt-SMMHC FRET	Runt-CBFb FRET	EBV gp42 inh	MDM2 E3 inh
Cc1ccc(S(=O)(=O)Nc2ccc3c(c2)nc(CCN2CCOCC2)n3C)cc1	-10	-0.2	3	7	2	-3	0	-2	-39
CCCCn1nnc(NC(=O)c2ccc(-c3cccc([N+](=O)[O-])c3)o2)n1	-18	1.4	-1	-2	-8	6	5	-7	-6
Cc1cc(C)c(NC(=O)Cn2nnc(C(=O)NCc3cccs3)c2N)c(C)c1	4	0.4	13	1	0	-11	-1	-12	-5
Cc1ccc(NC(=O)CN(C)CC(=O)Nc2cccc(F)c2)cc1[N+](=O)[O-]	4	-0.5	-3	0	1	0	-1	-3	-11
CS(=O)(=O)N(CC(=O)N1CCN(Cc2ccccc2)CC1)Cc1ccccc1	-5	0.3	1	0	-9	1	-1	-20	1
Cc1ccc(CS/C(Nc2ccccc2C)=C(\C#N)C(=O)NCc2ccco2)c(C)c1	-6	0.1	-10[fluorescence artefact?]	1	3	-5	0	-10	x
COc1ccc(Cn2c(=O)[nH]c3cc(C(=O)NCCc4ccc(S(N)(=O)=O)cc4)ccc3c2=O)cc1	-13	2.4	34	36	6	-10	-12	25	-10
CCC(C)NS(=O)(=O)c1ccc(-c2csnn2)s1 (centres undefined)	-22	-0.1	-5	-1	3	0	1	-13	-5
C[C@H](NC(=O)OC(C)(C)C)C(=O)N/N=C/c1ccc2nccnc2c1	4	3.6	1	12	-54	-2	1	-7	-6
CCCC1CCC(c2ccc(/C(N)=N/O)cc2)CC1 (centres undefined)	2	1.4	-5	15	3	-4	-3	-6	-7
CCOC(=O)C1=C(C)NC(=O)NC1c1c(O)ccc2ccccc12 (centres undefined)	18	0.7	15	0	-1	0	1	-13	1
CCOC(=O)N1CCC(NC(=O)CN2C(=O)COc3ccc(C(C)(C)C)cc32)CC1	-9	0.3	6[fluorescence artefact?]	-2	-6	-2	-1	2	-8
Cc1ccc(CSCCNS(=O)(=O)c2ccc(C)cc2)cc1	2	0.5	9	1	1	0	-2	-2	-4
COc1ccc(N(C(=O)C(C)C)S(=O)(=O)c2cccc([N+](=O)[O-])c2)cc1	-7	0.0	-24	1	-3	2	-1	14	-3
CCOc1ccc(-c2cn(-c3cccc(SC)c3)c(=O)[nH]2)cc1	-207	0.0	-24	2	24	1	0	-45	14
Cc1[nH]c(=O)[nH]c(=O)c1/C=N/NC(=O)[C@H](C)N	4	-0.3	2	-7	-8	-3	0	7	-7
COc1ccc(OC)c(C(=O)CSc2nnc(-c3cccs3)n2C)c1	-12	-0.5	3	-4	-4	2	2	1	-19
COc1ccc(S(=O)(=O)NC2(C(F)(F)F)N=C3SCCN3C2=O)cc1 (centres undefined)	-9	0.1	5[fluorescence artefact?]	-1	-1	1	-2	-11	-5
CCCS(=O)(=O)N1CCC(C(=O)NCCN2CCC(Cc3ccccc3)CC2)CC1	-5	-1.8	-14	-1	4	-2	1	-4	-11
OCCN1CCN(Cc2cc(Br)cc(Br)c2O)CC1	-10	-0.1	62	-1	0	-3	0	-10	6
COc1ccc(CN2CCN(CC=C(C)C)C(CCO)C2)cc1Cn1cccn1 (centres undefined)	3	-0.6	-10	20	-4	-2	2	-2	4
Cc1cnc(NC(=O)CN2CCN(c3ccccc3F)CC2)s1	1	-0.1	51[fluorescence artefact?]	9	4	5	1	-5	-8
O=C(COc1ccccc1)Nc1ccc(Cl)cc1Cl	-6	6.9	-4	21	3	-1	-3	-12	1
OCC#CCSc1nnc(-c2ccccc2Br)o1	-9	0.1	-4[fluorescence artefact?]	1	3	0	0	-18	-12
CS(=O)(=O)c1ccc(Cl)c(NC(=O)COC(=O)/C=C/c2cnc3ccccc3n2)c1	-35	0.3	-1	6	-2	0	-2	-15	2
Next part
SMILES	NCF1 inh	zVAD death inh	14-3-3 Bad PPI	Hck Nef HTS	TbHK1 inh	Runt-SMMHC FRET	Runt-CBFb FRET	EBV gp42 inh	MDM2 E3 inh
CC(=O)Nc1nc2c(c3c1c(=O)oc1ccccc13)CCCC2	-4	0.1	-3	0	5	6	1	-13	-9
CN(C)c1nc(N(C)C)nc(N2CC(=O)N(c3ccccc3)C2=N)n1	-4	0.0	-21	-66	1	-3	-2	-4	-8
CCOCCCNc1nc2c(C)cccn2c(=O)c1/C=C1\SC(=S)N(C(C)CC)C1=O (centres undefined)	-40	-0.4	-4	-29	-30	-102	-30	133*	-16
CCCc1c(NC(=O)Nc2ccc(F)cc2)cnn1-c1ccc(Cl)cc1	-2	1.4	0	6	8	0	-2	-6	-12
O=C(Nc1cc(C(F)(F)F)ccc1N1CCOCC1)c1ccc(Cl)nc1	-11	-1.6	11	2	-5	4	0	13	-22
CN1CCN(S(=O)(=O)c2ccc3c(c2)OCCO3)CC1	-7	-0.4	10	3	1	-1	-1	1	-16
O=C(Nc1cccc(Cl)c1)Nc1ccc2c(c1)OCO2	-3	0.5	-10[fluorescence artefact?]	0	-1	-4	3	11	-18
Cc1ccccc1-n1c(-c2cccnc2)n[nH]c1=S	5	-0.7	4	-8	-4	8	6	-5	-12
CCOC(=O)Cn1c2ccc(C)cc2c2nc(C)sc21	-1	-0.1	0	7	1	3	0	1	-8
O=C(COc1ccccc1Cl)N1CCCC1	-8	-0.1	6	0	8	2	1	-8	-6
CC1(C)CC(=O)C2=C(C1)N(CC1CCCO1)C(=O)C2(NC(=O)c1cccnc1)C(F)(F)F (centres undefined)	3	0.0	-2	0	0	8	0	-15	-7
CCn1c(CNc2ccc(OC)cc2)nnc1SCC(=O)c1ccc(OC)cc1	4	-0.1	-10	2	0	0	0	0	-10
Cc1nn(C)cc1CN(C)C(=O)CC12CC3CC(CC(C3)C1)C2	-5	2.3	-2[fluorescence artefact?]	1	-1	7	-3	-8	5
CC(=O)Nc1ccc(NC(=O)COC(=O)c2c3c(nc4ccccc24)CCN(Cc2ccccc2)C3)cc1	-30	2.1	-8	0	-7	-2	-6	-18	-8
O=C(COc1ccccc1)Nc1ccc(S(=O)(=O)Nc2ncccn2)cc1	-3	0.6	2	13	2	-2	-1	-8	-2
CCCC(=O)Nc1ccc(-c2csc(N/N=C\c3ccncc3)n2)cc1	-14	6.9	5	3	-27	-9	8	-6	-26
COc1ccc(C(=O)Nc2ccc(N3CCCC3)cc2)cc1	10	-0.6	x	-2	-12	5	12	-6	-12
CCOc1ccc(OCc2ccc(C(=O)O)o2)cc1	-2	1.8	42	2	2	0	2	-24	-72
CC1CCCCC12NC(=O)N(CC(=O)Nc1ccccc1N1CCOCC1)C2=O (centres undefined)	-2	1.1	-9	27	2	-2	1	7	-6
O=C1C2CC=C(Cl)CC2C(=O)N1CNc1ccccn1 (centres undefined)	-4	0.5	-4	1	-5	-3	-2	6	-4
CCOc1ncccc1C(=O)N(C)CC1COc2ccccc2O1 (centres undefined)	-24	0.0	-4	-1	-7	-2	2	-14	-22
COc1ccc(CCC(=O)NCc2cn3ccccc3n2)cc1	-8	0.4	3	3	1	-2	1	-12	-12
NC(=S)NNC(=O)c1ccccc1	-2	0.0	-5	-1	-8	-2	x	-24	-11
CC(C(c1cccs1)c1c(N)n(C)c(=O)n(C)c1=O)[N+](=O)[O-] (centres undefined)	-18	-1.1	-1	15	-10	-3	1	-10	-5
CCOC(=O)c1cc(CC)sc1NC(=O)CC1Sc2ccc(C(F)(F)F)cc2NC1=O (centres undefined)	-6	0.8	-22[fluorescence artefact?]	3	4	0	3	-3	-5
Continuation.
SMILES	NCF1 inh	zVAD death inh	14-3-3 Bad PPI	Hck Nef HTS	TbHK1 inh	Runt-SMMHC FRET	Runt-CBFb FRET	EBV gp42 inh	MDM2 E3 inh
O=C1CC(c2ccccc2)CC(O)=C1C=NCCN1CCN(Cc2ccccc2)CC1 (centres undefined)	1	1.3	4	3	-6	-4	0	-12	-29
Cc1cc(C)cc(NC(=O)c2nnn(Cc3cc(C)ccc3C)c2N)c1	-16	2.4	-6	17	-3	0	0	-7	-16
FC(F)(F)c1cccc(NC(=S)N2CCN(c3ccccn3)CC2)c1	-31	1.1	-5	0	-4	1	2	-2	-5
Cc1ccc(C)c(S(=O)(=O)N2CCCOC2CNC(=O)C(=O)NCCC2=CCCCC2)c1 (centres undefined)	-14	0.8	7[fluorescence artefact?]	3	-5	-2	-4	0	6
CCOC(=O)C1CCN(C(=O)Nc2ccc3nc(-c4ccco4)c(-c4ccco4)nc3c2)CC1	-12	0.3	32[fluorescence artefact?]	28	0	-219	-44	50	-7
Cc1ccc(N2C(=O)N(CC(=O)C(C)(C)C)c3ccccc3S2(=O)=O)cc1	-13	-0.5	4	19	-9	0	-2	2	-10
O=C(/C=C/c1cccs1)c1ccc(Br)cc1	x	-0.5	x	0	8	-1	x	x	-11
CCCn1c(=O)c(C(=O)NCc2ccco2)c(O)c2ccccc21	-4	0.9	-10	30	-8	-1	-2	-15	-16
Cc1cccc(C(=O)N/N=C/c2ccc(OCC(=O)N3CCCCC3)cc2)c1	-4	0.2	-2	-1	-15	-3	-1	3	5
COc1ccc(CCNc2ncnc3c2oc2ccccc23)cc1OC	-6	0.4	85*	1	5	0	-2	-22	-38
COc1ccc(NS(=O)(=O)c2cc(NC(=O)c3ccco3)ccc2N2CCCCC2)cc1	-28	0.2	-13[fluorescence artefact?]	1	2	1	-2	-24	-1
O=C(NCc1cccnc1)c1cccc(NC(=O)c2ccco2)c1	2	-0.4	4	-1	5	0	-3	0	-4
Cn1c(=O)c(C(=O)CN2CCCCC2)c(N)n(Cc2ccccc2)c1=O	-14	-0.6	-6	20	-1	2	-2	-16	x
COc1cc(C(c2c(C)[nH][nH]c2=O)c2c(C)[nH][nH]c2=O)ccc1OS(=O)(=O)c1ccc(C)cc1	-7	0.5	3	47	7	-1	-7	2	-11
CC1(C)CC(=O)c2sc(NS(=O)(=O)Cc3ccccc3)nc2C1	-4	0.0	26[fluorescence artefact?]	2	-45	-2	3	-21	-4
O=C(CSc1ccccc1)Nc1ccc(S(=O)(=O)Nc2ncccn2)cc1	-3	1.4	0	12	-3	-5	0	-12	-2
CC(=O)c1cccc(NC(=O)C2C3C=CC(C3=C(c3ccccc3)c3ccccc3)C2C(=O)O)c1 (centres undefined)	-6	1.4	-2	-25	-6	-3	0	6	3
CCOc1ccc(-n2c(=O)c3sccc3n(CC(=O)NCc3ccco3)c2=O)cc1	-6	-0.3	18[fluorescence artefact?]	1	4	4	-2	-28	-16
CCN(CC)CCN1C(=O)C(=O)/C(=C(/O)c2ccc(OC(C)C)cc2)C1c1ccncc1 (centres undefined)	-8	-0.4	-1	-1	-30	2	-1	-2	-22

Part of the list above in order of length of the SMILES, falling:
SMILES	NCF1 inh	zVAD death inh	14-3-3 Bad PPI	Hck Nef HTS	TbHK1 inh	Runt-SMMHC FRET	Runt-CBFb FRET	EBV gp42 inh	MDM2 E3 inh
Cc1ccc(N2C(=O)N(CC(=O)C(C)(C)C)c3ccccc3S2(=O)=O)cc1	-13	-0.5	4	19	-9	0	-2	2	-10
O=C1CC(c2ccccc2)CC(O)=C1C=NCCN1CCN(Cc2ccccc2)CC1 (centres undefined)	1	1.3	4	3	-6	-4	0	-12	-29
Cc1cc(C)cc(NC(=O)c2nnn(Cc3cc(C)ccc3C)c2N)c1	-16	2.4	-6	17	-3	0	0	-7	-16
